BAZ2B block: BAZ2B (human) inhibition | Q9UIF8 | AlphaScreen BAZ2B-H3K14Ac peptide displacement | Potency, µM (highest dose often 114 µM), for the others: at the highest dose activity change, negative = inhibition, actives largely listed as inhibitors | 360,000 compounds, 4.4% hits; note: potency is the fitted concentration of half-maximal effect; % is set by controls: 0 for no effect and ±100 for the full control effect; nearly all actives have a fitted effect of over 60% in size
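Inhibition is scored as reduced AlphaScreen emission. The BAZ2B/b-H3(5-23)K14Ac complex (50 nM each) in PBS pH 7.4, 0.01% Tween-20 meets compound (up to 110 uM) for 30 min at RT before bead addition.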
PI4K2A block: PI4K2A (human) kinase inhibition. Q9BTU6. AID 1346378. activity change, negative = inhibition, % at 76.9 µM. 420,000 compounds, 0.13% hits. purified PI4K2A, ADP-Glo luminescence, 1 h; stronger effect = lower value; in the data active = activity change below about -50%; inconclusive = mostly about -30% to -49%;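 note: -100% = wells without enzyme as full effect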
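PI4K2A activity was measured by ADP-Glo luminescence: enzyme (4 ug/mL stock) and phosphatidylinositol (1.2 mM stock) in Tris pH 7.5/MgCl2/EGTA/Triton X-100 buffer were reacted with ATP (300 microM stock) for one hour at ambient temperature.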
GLS inh: glutaminase GLS (human) inhibition; 410,000 compounds, 0.21% hits; O94925; GLS enzymatic activity, qHTS titration; Potency, µM (series often up to 45.5 µM), inactives show at the top dose activity change, negative = inhibition, hits mostly inhibitors; note: potency is the fitted concentration of half-maximal effect; % is set by controls: 0 for no effect and ±100 for the full control effect
Target sequence (O94925 whole entry, looked up): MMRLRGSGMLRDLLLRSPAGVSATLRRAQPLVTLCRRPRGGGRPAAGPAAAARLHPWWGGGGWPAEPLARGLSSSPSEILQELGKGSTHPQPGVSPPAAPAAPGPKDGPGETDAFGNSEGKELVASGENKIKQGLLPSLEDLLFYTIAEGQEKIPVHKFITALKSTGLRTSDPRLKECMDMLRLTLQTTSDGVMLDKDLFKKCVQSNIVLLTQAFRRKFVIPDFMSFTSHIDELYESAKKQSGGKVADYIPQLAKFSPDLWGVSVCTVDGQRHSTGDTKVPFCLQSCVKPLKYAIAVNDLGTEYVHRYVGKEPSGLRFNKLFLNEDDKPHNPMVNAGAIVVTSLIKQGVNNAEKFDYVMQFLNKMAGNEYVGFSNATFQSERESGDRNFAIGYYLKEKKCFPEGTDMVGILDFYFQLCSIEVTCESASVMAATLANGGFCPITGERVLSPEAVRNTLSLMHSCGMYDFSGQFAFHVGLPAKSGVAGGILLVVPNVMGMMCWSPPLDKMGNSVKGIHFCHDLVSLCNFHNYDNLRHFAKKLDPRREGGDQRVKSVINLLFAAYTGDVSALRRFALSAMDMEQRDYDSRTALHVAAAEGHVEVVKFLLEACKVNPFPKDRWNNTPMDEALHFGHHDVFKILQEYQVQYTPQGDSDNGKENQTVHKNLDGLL
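Enzyme dispensed in phosphate buffer (45 mM, pH 8.2, 0.02% Tween-20), compounds pinned in, then 1 mM L-glutamine solution and the glutamate oxidase–HRP–Amplex Red mix added; fluorescence read immediately and again after 30 min at room temperature.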
G9a inh: G9a (human) methyltransferase inhibition. Q96KQ7. Potency, µM (highest dose often 102 µM), for the others: top-dose activity, negative = inhibition, most hits filed as inhibitors. G9a H3K9 monomethylation, AlphaScreen, 2 h. 350,000 compounds, 8.8% hits. AID 504332; note: potency is the fitted concentration of half-maximal effect; % is set by controls: 0 for no effect and ±100 for the full control effect; nearly all actives have a fitted effect of over 75% in size
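Enzyme 20 nM + cpd, 15 min RT; add b-H3K9 pep 500 nM / SAM 20 uM; 2 h RT; anti-H3K9me1 Ab 0.5 ug/mL + SA donor / anti-rabbit acceptor beads 20 ug/mL each, 10 min; AlphaScreen read.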
JMJD2A Tudor: inhibitors of human JMJD2A Tudor domain; O75164; AID 504339; AlphaScreen JMJD2A-Tudor / H3K4me3 peptide binding; Potency, µM (doses to about 114 µM), for inactives: at the top dose activity change, negative = inhibition, most hits filed as inhibitors; 390,000 compounds, 4.4% hits; note: potency is the fitted concentration of half-maximal effect; % is set by controls: 0 for no effect and ±100 for the full control effect; nearly all actives have a fitted effect of over 50% in size
HP1b chromo inh: HP1-beta chromodomain-methylated histone interaction inhibition; AID 540317; Potency, µM (top dose mostly 114 µM), for the others: top-dose activity change, negative = inhibition, actives largely listed as inhibitors; P83916; 390,000 compounds, 0.56% hits; AlphaScreen HP1-beta / biotin-H3K9me3 peptide binding; note: potency is the fitted concentration of half-maximal effect; nearly all actives have a fitted effect of over 70% in size; inactives centre near 23
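AlphaScreen: HP1-beta (50 nM) preformed 30 min with biotin-H3(1-18)K9me3 peptide (50 nM) in PBS pH 7.4, 0.01% Tween-20. Compound added for 30 min at RT, then streptavidin donor/nickel chelate acceptor beads (10 ug/mL) for 30 min.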
PGK inhibitor: inhibitors of T. brucei phosphoglycerate kinase. AID 602233. Potency, µM (highest dose often 57.5 µM), for inactives: at the highest dose activity change, negative = inhibition, hits mostly inhibitors. 380,000 compounds, 0.043% hits. P07378. PGK/GAPDH coupled, Kinase-Glo luminescence, 60 min; note: potency is the fitted concentration of half-maximal effect; % is set by controls: 0 for no effect and ±100 for the full control effect; nearly all actives have a fitted effect of over 60% in size
Target sequence (P07378 whole entry, looked up): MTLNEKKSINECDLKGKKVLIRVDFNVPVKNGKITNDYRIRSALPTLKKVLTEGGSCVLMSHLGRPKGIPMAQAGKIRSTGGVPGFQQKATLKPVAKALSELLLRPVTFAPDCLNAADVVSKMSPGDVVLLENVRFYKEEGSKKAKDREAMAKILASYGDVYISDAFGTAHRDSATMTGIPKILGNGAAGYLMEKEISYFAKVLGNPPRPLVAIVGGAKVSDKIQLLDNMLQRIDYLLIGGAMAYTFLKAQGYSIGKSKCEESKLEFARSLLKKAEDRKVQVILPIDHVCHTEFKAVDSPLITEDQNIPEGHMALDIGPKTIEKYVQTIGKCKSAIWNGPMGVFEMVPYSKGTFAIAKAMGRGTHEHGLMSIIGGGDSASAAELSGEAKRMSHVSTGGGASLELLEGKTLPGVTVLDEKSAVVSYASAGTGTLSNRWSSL
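Luminescent ATP detection (Kinase-Glo Plus) follows a 60-minute room-temperature incubation, with wells lacking PGK as controls. Buffer: 100 mM TEA (pH 7.6), 5 mM MgCl2, 0.01% Tween-20. Coupling enzyme GAPDH (100 nM final) supplies unstable 1,3-BPG in-well.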
Pin1 inh: human Pin1 inhibition; Q13526; Pin1 FP peptide displacement, HiFluor488, 10 min; Potency, µM (series often up to 115 µM), for the others: top-dose activity, negative = inhibition, usual class: inhibitors; 390,000 compounds, 0.009% hits; active = well fitted inhibition curve with a large enough effect in the polarisation, with a control signal flat, not every such curve was filed as active; inconclusive = small, poorly fitted or top-dose-only effect, or effect the other way, or a change in a side signal; inactive = no such curve, though single readings can be large or run the other way; the % refers to the polarisation; note: potency is the fitted concentration of half-maximal effect; % is set by controls: 0 for no effect and ±100 for the full control effect
Pol eta inh: blocks human DNA polymerase eta activity. Q9Y253. recombinant Pol eta, fluorescent DNA replication assay. Potency, µM (highest dose often 114 µM), for the others: at the top dose activity change, negative = inhibition, most hits filed as inhibitors. 390,000 compounds, 1.2% hits; note: potency is the fitted concentration of half-maximal effect; % is set by controls: 0 for no effect and ±100 for the full control effect
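Fluorescent replication assay: 50 nM final substrate added after a 15 min room-temperature compound preincubation with 10 nM enzyme. Signal taken at 0 min and again at 10 min.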
* marks the source's active call; other numbers are inactive results; i = inactive; ? = inconclusive; / = no result given; [ ] = another dose, or the depositor's remark. Unless noted, calls come from the whole dose curve; as a rule, active = well fitted curve in the direction sought with a large enough effect; inconclusive = small, poorly fitted or top-dose-only effect, or another doubt; inactive = no such curve, though single readings can be large; an effect the other way counts as inactive or inconclusive. Only part of the results is shown; count on the stated rates, not on these rows.

BAZ2B block,PI4K2A block,GLS inh,G9a inh,JMJD2A Tudor,HP1b chromo inh,PGK inhibitor,Pin1 inh,Pol eta inh,SMILES
/,1,3%,/,-29%,-18%,5%,8%,-2%,COc1ccc(Cc2nnc3n2N=C(c2cc4ccccc4o2)CS3)cc1OC
8%,2,15%,?,-15%,14%,8%,1%,-5%,CCOc1ccc(OCC)c(Nc2cc(C)nc3ncnn23)c1
0%,11,-5%,1%[12.7 µM],19%,49%[activator],-8%,-3%,-13%,O=C(NC1CCCC1)c1ccc2nc[nH]c2c1
?,-1,27%,45µM*,?,41%[activator],-6%,-5%,-19%,CCc1cc2c(CN3CCN(Cc4ccccc4)CC3)cc(=O)oc2cc1O
-31%,-17,0%,1%,-19%,29%,-7%,-9%,-5%,CCOC(=O)N1CCN(CCC(=O)Nc2cc(OC)ccc2OC)CC1
?,1,7%,-6%,-25%,-3%,2%,-1%,-20%,Cc1cc(C)c(C)c(S(=O)(=O)N2CCN(CC(=O)c3c(N)n(Cc4ccccc4)c(=O)n(C)c3=O)CC2)c1C
-2%,5,4%,-10%[12.7 µM],-11%,20%,-4%,4%,11%,C=CCNS(=O)(=O)c1ccc(OCC(=O)OC)cc1
-16%,-4,22%,32%[activator],-29%,-6%,-17%,-3%,-7%,C/C(=N\NC(=O)c1ccccc1O)c1cccs1
12%,3,4%,-2%[59 µM],15%,28%,7%,?,5%,COc1ccc(CCNC2=C(Cl)C(=O)N(CCc3ccc(OC)c(OC)c3)C2=O)cc1OC
?,2,-4%,-24%[59 µM],?,-1%,-3%,40%[activator],-27%,COc1ccc(-c2ccc(OC)c([C@H]3[C@@H]4C=CCC[C@@]4(C)C(=O)N3Cc3ccccc3)c2)cc1OC
/,12,-5%,/,-12%,7%,-4%,?,-5%,COc1ccc(S(N)(=O)=O)cc1C(=O)OCC(=O)Nc1sccc1C#N
3%,-3,-5%,-8%[59 µM],-3%,38%,-8%,2%,-14%,CCOc1ccc(-c2nc3c(c(CC)nn3-c3ccccc3)c3cc(OC)c(OC)cc23)cc1
-27%,2,3%,-7%[59 µM],-34%,0%,-4%,-1%,-10%,COC(=O)c1c(CSc2cccc(C)c2)noc1C(=O)NCc1ccco1
-10%,-5,1%,2%,-4%,21%,-4%,-2%,-5%,COCc1cc(C)n(CC(=O)Nc2cccc(C)c2)c(=O)c1C#N
-9%,-5,8%,?,-3%,16%,-1%,-10%,-6%,Cc1ccn(CC(=O)N2CCCC(N3CCN(Cc4ccc5c(c4)OCO5)CC3)C2)n1 (centres undefined)
/,-3,1%,/,-16%,35%[activator],0%,4%,5%,O=C(COC(=O)c1cccnc1Cl)NCc1ccc(F)cc1

2 compounds drawn at random from those above:
BAZ2B block,PI4K2A block,GLS inh,G9a inh,JMJD2A Tudor,HP1b chromo inh,PGK inhibitor,Pin1 inh,Pol eta inh,SMILES
-10%,-5,1%,2%,-4%,21%,-4%,-2%,-5%,COCc1cc(C)n(CC(=O)Nc2cccc(C)c2)c(=O)c1C#N
/,-3,1%,/,-16%,35%[activator],0%,4%,5%,O=C(COC(=O)c1cccnc1Cl)NCc1ccc(F)cc1

Further results
BAZ2B block,PI4K2A block,GLS inh,G9a inh,JMJD2A Tudor,HP1b chromo inh,PGK inhibitor,Pin1 inh,Pol eta inh,SMILES
-25%,3,-7%,2%,-14%,16%,1%,42%[activator],-18%,Cc1cccc(-n2nnc3c(=O)n(CC(=O)Nc4cc(C)on4)cnc32)c1
11%,0,9%,14%[59 µM],-10%,25%,3%,9%,-13%,Cc1cc(C)nc(NS(=O)(=O)c2ccc(NC(=O)c3ccccc3O)cc2)n1
-4%,7,10%,-11%[59 µM],?,-4%,2%,2%,-15%,CCOc1ccc(NS(=O)(=O)c2ccc3nc(-c4ccccc4)[nH]c3c2)cc1
1%,0,3%,3%,4%,-11%,-2%,-1%,-17%,COCCOc1cc(-n2cccc2)c(Cl)cc1Cl
-6%,7,0%,/,2%,55%[activator],i,-4%,-15%,COc1ccc(C(=O)NCCSc2ccccc2C)cc1
-10%,-5,11%,28µM*,-35%,79µM*,-5%,14%,?,Cc1nc2ccc(NC(=S)NCCCO)cc2nc1C
-11%,6,-4%,-4%,-7%[11.4 µM],73%[activator],-4%,-1%,12%,NC1=NC(=Nc2ccc(S(N)(=O)=O)cc2)c2ccccc21
20%,-3,-6%,/,-24%,36%,-4%,0%,-6%,CC(=O)Nc1ccc(NC(=O)CCN2C(=O)c3ccccc3C2=O)cc1
-30%,-2,11%,-4%,-26%,7%,1%,3%,-28%,COc1ccc(NC(=O)c2cccs2)cc1C(=O)N1CCN(c2ccccc2)CC1
-3%,4,3%,1%,-7%[11.4 µM],70%[activator],3%,2%,2%,Brc1ccc(CSc2nnc3ccccn23)cc1
104%[activator],-5,5%,39%[59 µM],126%[activator],144%,-2%,1%,-14%,CCOC(=O)C(C)Sc1ncc(-c2ccc(Cl)cc2)cn1 (centres undefined)
1%,2,-13%,23%[59 µM],1%,37%,i,0%,-16%,Cc1cccc(C)c1NC(=O)CSc1cc(C(=O)c2nccn2C)c2ccccc2n1
3%[57.1 µM],0,11%,?,?,-9%,-3%,-5%,5%,COc1ccc(C2C(=O)c3ccccc3C2=Nc2ccc(Br)cc2)cc1 (centres undefined)
1%,-2,-22%,1.4µM*,-11%,25%,1%,-9%,-3%,Cn1c(SCC#N)nnc1-c1cnccn1
6%,-2,6%,226%[activator][59 µM],18%,104%[activator],-3%,8%,-11%,O=c1c(-c2nnc(SCc3ccc(Cl)c(Cl)c3)o2)cccn1Cc1ccccc1
4%,0,-14%,7%[59 µM],-15%,18%,0%,?,1%,COc1ccc(S(=O)(=O)N2CCN(c3ccc(F)cc3)CC2)cc1-c1noc(C)n1
6%,6,-2%,?,-3%[57.1 µM],128%[activator],i,25%,?,FC(F)(F)c1cc(-c2ccco2)nc(NCc2cccs2)n1
-2%,-5,-17%,-1%[59 µM],0%,41%[activator],/,2%,/,Cc1ccccc1Cn1c(=O)n(CCc2ccccc2)c(=O)c2c(C)c(C)sc21
-20%,-5,2%,/,-7%,17%,5%,-5%,-8%,O=C(O)CCCC(=O)N1CCC(C(O)(c2ccccc2)c2ccccc2)CC1
-13%,-3,-2%,1%,-15%,7%,i,7%,-10%,CCOc1ccccc1NC(=O)Cn1nnc(C(=O)NCCc2ccc(OCC)c(OCC)c2)c1N
-20%,4,10%,?,-4%,13%,-2%,3%,-6%,COc1ccc(N(C)S(=O)(=O)c2cccc(C(=O)NCC3CCCO3)c2)cc1 (centres undefined)
-2%,-1,0%,10%[59 µM],-13%,21%,-1%,-11%,-11%,Cc1nn(Cc2noc(C(=O)NCc3cccc(F)c3)n2)c(C)c1Br
/,-8,22%,/,-6%,27%,-7%,-10%,-12%,COc1ccc(NS(=O)(=O)c2ccc(C(=O)N3CCC(C)CC3)cc2)cc1
-1%,-7,1%,9%,-15%,45%[activator],-7%,-2%,8%,CNC(=O)COC(=O)c1cccc(S(=O)(=O)N2CCN(c3ccc(F)cc3)CC2)c1
-1%,1,-1%,-42%,-7%,-6%,i,1%,-10%,Cc1ccc(S(=O)(=O)N2CC(C)N(C(=O)N3CCOCC3)C2)cc1 (centres undefined)
?,2,-1%,45µM*,-11%,30%,4%,1%,-17%,Cc1nc(C(=O)O)nn1-c1cc(Cl)ccc1Cl
-17%,0,2%,7%,-17%,29%,i,1%,-17%,O=C(NCCCO)c1ccc(CSc2nc3ccccc3c(=O)[nH]2)cc1
?,-5,1%,-49%,-22%[57.1 µM],36%,-1%,9%,-9%,Cc1cccc(CC2S/C(=N/N=C/c3ccco3)N(c3ccccc3)C2=O)c1 (centres undefined)
6%,-1,4%,/,-8%,28%,-9%,-5%,-1%,CCCCC(Sc1nc(C)c(Cc2ccccc2)c(=O)[nH]1)C(=O)O (centres undefined)
/,-4,-4%,/,/,/,5%,/,-8%,CC1=C(C(=O)N2CCOCC2)CC(CC(=O)NCCCCc2ccccc2)C(=O)N1Cc1ccc(C(C)(C)C)cc1 (centres undefined)
/,4,-6%,/,1%,16%,-6%,1%,-6%,NC(=O)C1CC2(C1)CC(C(N)=O)C2 (centres undefined)
50µM*,-10,16%,?,?,-7%,-8%,0%,-15%,COc1ccc(-c2nc3ccccn3c2NCc2ccc3c(c2)OCO3)cc1
-1%,-2,28%,14%[59 µM],-15%,13%,-7%,?,-7%,Cc1ccc(O)c(Nc2nc3ccccc3c3nncn23)c1
-10%,-3,-2%,21%,8%,16%,-9%,7%,-29%,CCOCCCN(C(=O)CCC(=O)Nc1cc(C)on1)C(C(=O)NC(C)(C)CC)c1cccc(OC)c1OC (centres undefined)
-27%,7,3%,4%[59 µM],4%,34%,-4%,-4%,-16%,S=C(NCCc1ccccc1)Nc1ccccc1Cl
-1%[57.1 µM],2,-8%,-24%[59 µM],-11%,29%,-3%,-1%,-18%,CCSC1=NC2(CCN(C(=O)NC3CCCCC3)CC2)N=C1c1ccc(C)c(C)c1
-16%,3,6%,-26%,-2%,26%,4%,2%,2%,Cc1noc(C)c1COC(=O)Cn1c(C)nc2ccccc21
-9%,1,7%,/,-12%,8%,22%,1%,-10%,CC(C)CNC(=O)c1cnn2c(C(F)(F)F)cc(C(F)(F)F)nc12
-5%,6,-14%,-1%,-8%,11%,0%,1%,6%,CC(=O)c1c(C)[nH]c(C(=O)Nc2ccc(F)c(F)c2F)c1C
-12%,4,16%,1.4µM*,?,?,-8%,-6%,?,CCOC(=O)C1CCN(C(c2ccccn2)c2c(C)[nH]c3ccccc23)CC1 (centres undefined)

Source: PubChem (National Center for Advancing Translational Sciences (NCATS))
